Bioassay records from PubChem BioAssay.
HIV RNase H inh: blocks HIV-1 RNase H cleavage of RNA/DNA duplex; RT-RNase H RNA/DNA duplex cleavage, fluorescence; inhibition, % at 10 µM; actives 1.9% (n = 65,000); in the data active = inhibition above about 50%
RmlC RmlD mix: mixture blocks RmlC and RmlD coupled enzyme activity; actives 0.39% (n = 110,000); RmlC/RmlD coupled enzyme inhibition, 384-well mixture HTS; AID 1532; inhibition, % at 5.5 µM; in the data active = inhibition above about 30%, passing the limit was not always enough; inconclusive = no clear call, values can overlap the other calls; note: strong numbers were not always called active
* marks the source's active call; other numbers are inactive results; ? = inconclusive; · = no result given. Only part of the results is shown; count on the stated rates, not on these rows.

structure	HIV RNase H inh	RmlC RmlD mix
Cc1cc(C)c2cc(C(c3nnnn3CC3CCCO3)N3CCN4CCCC4C3)c(=O)[nH]c2c1 (centres undefined)	-1	5
CC1(OC(=O)C2CCCC2)C(=O)C=C2C=C(c3ccsc3)N(Cc3ccc4c(c3)OCO4)C=C2C1=O (centres undefined)	·	7
CC(=O)CCN1CCOCC1	·	-25
CC(C(=O)O)N1C(=O)CSC1=S (centres undefined)	-4	-3
COc1ccc(N2CCCn3c2nc2c3c(=O)n(CCc3ccccc3)c(=O)n2C)cc1	-21	12
CC(C)C(NC(=O)OCc1ccccc1)C(=O)NCC(=O)OC(C)(C)C (centres undefined)	0	6
CCNC(=S)NC1CC2CCCC(C1)N2Cc1ccco1 (centres undefined)	·	-3
CCC(=O)NCCSc1c[nH]c2ccccc12	-6	4
OC1(c2ccc(F)cc2)CC2CCC(C1)N2Cc1nnnn1C1CCCCC1 (centres undefined)	-1	·
Nc1ccc(C#Cc2ccc3sc4ccccc4c(=O)c3c2)cc1	·	-8
COC(=O)c1ccccc1NC(=O)c1ccccc1SC	-55	-16
CCOc1cc2[nH]c(=O)n(CC3CCC(C(=O)NCCC(C)C)CC3)c(=O)c2cc1OCC (centres undefined)	68*	·
COc1cccc(N2C(=O)CC(N3CCc4ccccc43)C2=O)c1 (centres undefined)	·	-4
COc1ccc([C@H]2C=C3CN(C(=O)OC(C)(C)C)S(=O)(=O)[C@H]3C[C@H]2OC(=O)c2ccc(C(F)(F)F)cc2)cc1	·	-5
COc1ccc(N2C(=O)N(Cc3ccccc3F)c3ccccc3S2(=O)=O)cc1	·	-16
COc1ccc(N(CC(=O)Nc2ccccc2SC)S(C)(=O)=O)cc1OC	-5	-28
COC(=O)c1cccc(C23CC4(C2)[C@H](CN(C)[C@@H]4c2ccccc2)C3c2ccccc2)c1 (some centres undefined)	·	-9
CCOC(=O)C[C@H]1c2ccccc2S(=O)(=O)N1c1ccccc1	·	2
COC(=O)C1=C(c2ccc(S(C)(=O)=O)cc2)C[C@@H]2CC[C@H]1N2C(=O)NC1CC1	·	4
O=C1NN=C(c2ccc(Cl)cc2)CC1c1cccc(Cl)c1 (centres undefined)	·	-12
CCOC(=O)N1CCC(NC(=O)Cn2cc3c(n2)CCC(C)C3)CC1 (centres undefined)	-1	-2
COc1ccc(NC(=O)C2CCCN2S(=O)(=O)c2ccc(F)cc2)cc1 (centres undefined)	-9	-9
O=C(CN1C(=O)C2C3C=CC(C3)C2C1=O)Nc1cccc2c1CCCC2 (centres undefined)	1	-5
CCOC(=O)C1C(c2cccs2)NC(=O)NC1(O)C(F)(F)F (centres undefined)	-16	6
CC(C)C(=O)Nc1nnc(Sc2ccc(N(C)C)cc2)s1	·	3
CCCn1nc(NC(=O)c2ccco2)c2cc3ccc(C)cc3nc21	6	8
COc1ccccc1NC(=O)CSc1nnc(Cc2cccn2C)n1CCc1ccccc1	-12	-14
COc1cccc(NC(=O)CSCC(=O)Nc2ccccc2)c1	·	-61
Cc1ccc(NC(=O)/C(=C/c2cccc([N+](=O)[O-])c2)NC(=O)C2CCCCC2)c(C)c1	·	4
C[C@H]1C=CC(=O)O[C@H]1c1ccccc1	·	4
NC(=O)SC/C(=N\S(=O)(=O)c1ccccc1)Nc1ccccc1	-39	13
CCOc1ccc(NC(=O)CN(C)c2ccc(S(=O)(=O)N(C(C)C)C(C)C)cn2)cc1OCC	·	-14
CC(C)OC(=O)c1nnn(-c2nonc2N)c1CN1CCc2ccccc2C1	-7	-2
CCCOC(=O)C1C2C=C[C@]3(CN(CCc4ccccc4)C(=O)[C@H]13)O2 (some centres undefined)	-8	·
COc1ccccc1N1CCN(C(CNC(=O)c2ccc3c(c2)OCO3)c2cccnc2)CC1 (centres undefined)	-11	14
COc1ccc(OCC(=O)Nc2ccc3c(c2)nc2n3CCSC2)cc1	-3	8
O=C1c2ccncc2C(=O)N1Cc1cccc(Cl)c1	·	4
Cc1cccc2cc(COC(=O)C(C)(C)C)c(=O)[nH]c12	-16	6
O=C(Nc1ccon1)c1sc2ccccc2c1Cl	-26	31
CCS(=O)(=O)N1CCN(C(=O)c2ccco2)CC1	·	8
COc1cccc(CNc2cnc3ccccc3c2)c1O	·	4
COc1cccc(NC(=O)CC2C(=O)NC3CCCCC3N2C(=O)c2ccc(F)cc2)c1 (centres undefined)	·	5
CCOC(=O)c1c(C)[nH]c(C(=O)COC(=O)c2ccccn2)c1C	·	-7
O=C(c1ccccc1)c1nc[nH]c1C(=O)Nc1ccccc1	7	8
Cc1cnn(-c2cc(N/N=C/c3ccccc3Cl)ncn2)c1	·	-4
Cc1ccc(CCNC(=O)C2CCCN(S(=O)(=O)c3c(C)noc3/C=C/N(C)C)C2)cc1 (centres undefined)	-3	13
O=C1CCC(=O)N1CC(=O)N1c2ccccc2Sc2ccccc21	-48	8
O=C(CN(Cc1ccco1)C(=O)c1ccccc1)Nc1ccc(Cl)c(Cl)c1	·	-14
O=C(COc1ccc(Cl)cc1Cl)NCCCn1ccnc1	12	24
CCc1nnc(NC(=O)C2CCN(S(=O)(=O)Cc3ccccc3)CC2)s1	0	·
COc1ccc(CCNC(=O)C(=O)NCc2ccc(C)cc2)cc1OC	·	9
COc1cccc(/C=N/n2c(SC)nnc2-c2ccccc2)c1O	-3	·
COC(=O)c1ccc(N2C(=O)CC(N(C)CCc3ccc(OC)c(OC)c3)C2=O)cc1 (centres undefined)	5	18
O=C(Nc1ccccc1-c1ccccc1)C1CCCN(c2ncccn2)C1 (centres undefined)	-39	-12
Cc1cc(C)cc(Oc2nc(C(F)(F)F)nc3ccccc23)c1	·	11
CCN(CC)S(=O)(=O)c1ccc(NC(=O)COc2c(OC)cccc2OC)cc1	-1	-8
O=C(Nc1ccc(Cc2ccncc2)cc1)C1CCC(N2C(=O)C3CC=CCC3C2=O)CC1 (centres undefined)	·	7
COc1ccc(-c2csc(NC(=O)Cn3nc(C)cc3C)n2)cc1	-5	-7
COc1ccc2c(c1)CCc1c(C(=O)Nc3ccn(Cc4ccc(C)cc4)n3)noc1-2	19	16
CCOC(=O)N1CCN(C(=O)CCSCCc2ccncc2)CC1	-17	-1

Next part:
Every second line gives: HIV RNase H inh	RmlC RmlD mix
- CCCCN1C(=O)c2ccc(C(=O)NC3=NCCS3)cc2C1=O
  -7	-27
- c1ccc2[nH]c(-c3nc4ccccc4[nH]3)nc2c1
  -6	-12
- COC(=O)C1C(=O)CC(C)(O)C(C(=O)OC)C1/C=C/c1ccccc1 (centres undefined)
  -10	-62
- Cc1cc(C)n(C(=O)c2ccc(Cn3nc(C)c(Br)c3C)o2)n1
  ·	5
- Cc1ccc(C)c(N2CCN(S(=O)(=O)c3ccc4[nH]c(=O)c(=O)[nH]c4c3)CC2)c1
  14	6
- CCOC(=O)C1CCCN(CCC(=O)Nc2ccc(F)c(F)c2)C1 (centres undefined)
  -16	-1
- CCCc1c(O)nc(SC2CC(=O)N(c3cc(OC)ccc3OC)C2=O)[nH]c1=O (centres undefined)
  -5	28
- C(#CCN1CCOCC1)COCC#Cc1ccccc1
  -6	2
- Cc1ccc(CN(Cc2cccnc2)C(=O)CN2C(=O)COc3ccccc32)o1
  -6	3
- COc1ccc(CCC(=O)N2CCN(S(=O)(=O)c3ccc4ccccc4c3)CC2)cc1
  ·	4
- Cc1cc(=O)[nH]c2cc(Cl)ccc12
  -8	·
- CCOC(=O)CSc1nc2ccc(N3CCOCC3)cc2c(=O)n1Cc1ccc2c(c1)OCO2
  34	·
- Cc1occc1C(=O)NCCCCc1ccccc1
  ·	-12
- CCCn1nnc(NC(=O)c2ccc(Cl)cc2Cl)n1
  -4	4
- O=C(CCc1ccc(S(=O)(=O)N2CCOCC2)cc1)OCc1nc2ccccc2s1
  -41	-7
- O=C(COC(=O)c1ccc(Cl)s1)c1cc2ccccc2o1
  ·	-10
- CC(C)(C)N1CC(c2nc3ccccc3n2CCOc2ccccc2)CC1=O (centres undefined)
  ·	2
- Oc1ccc(/C=N/Nc2nccnc2Cl)c(O)c1
  ·	-11
- COc1ccc(NC(=O)c2ccc(CN3CCN(c4ccccc4)CC3)cc2)cc1
  16	-7
- CCCCNc1nc(=S)[nH]c2cc(OC)c(OC)cc12
  ·	3

Entries of single compounds as entered above. Screens in order: HIV RNase H inh	RmlC RmlD mix
Oc1ccc(/C=N/Nc2nccnc2Cl)c(O)c1 across the screens: ·	-11
Cc1occc1C(=O)NCCCCc1ccccc1 across the screens: ·	-12
O=C(COC(=O)c1ccc(Cl)s1)c1cc2ccccc2o1 across the screens: ·	-10
CCCCNc1nc(=S)[nH]c2cc(OC)c(OC)cc12 across the screens: ·	3

(more compounds)
Every second line gives: HIV RNase H inh	RmlC RmlD mix
- COc1cccc2cc(C(=O)N3CCN(c4ncccn4)CC3)c(=O)oc12
  12	14
- O=C(NC1CCCCC1)N(Cc1cc2cc3c(cc2[nH]c1=O)OCCO3)CC1CCCO1 (centres undefined)
  3	14
- O=C(Nc1ccccc1-c1ccccc1)c1cccc([N+](=O)[O-])c1
  ·	2
- CCOC(=O)C1(CC)NC(c2cccc(F)c2)C2C(=O)N(CC)C(=O)C21 (centres undefined)
  -2	9
- COc1cc(C)c(CN2CCCCC2CO)cc1C (centres undefined)
  -3	5
- COc1ccccc1OCCSc1ncnc2nc[nH]c12
  -3	5
- C/C=C(/C)C(=O)Nc1cccc(C2=NOC3(C2)C[C@@H](C(N)=O)N(C(=O)C2(C)CC2)C3)c1 (some centres undefined)
  ·	4
- COC(=O)c1sc2cc(C(F)(F)F)cnc2c1-c1cccnc1
  ·	-13
- COc1cc2cc(Br)cc(Br)c2nc1C
  ·	-13
- Cn1c(-c2cccc(OCc3ccccc3)c2)nc2c1c(=O)[nH]c(=O)n2Cc1ccccc1
  ·	?
- Cc1ccc(Nc2nc3nonc3nc2N(C)C)cc1
  ·	-7
- COC(=O)c1cc(Nc2ncnc3c2cnn3-c2ccccc2)cc(C(=O)OC)c1
  17	·
- Cc1c(C(=O)NCc2cccnc2)oc2ccc(S(=O)(=O)N3CC(C)CC(C)C3)cc12 (centres undefined)
  27	·
- Cc1cccc(N2CCN(C(c3ccc(N(C)C)cc3)c3nnnn3C(C)(C)C)CC2)c1C (centres undefined)
  ·	-12
- CCCC(=O)Nc1ccc(NC(=O)C23CC4CC(CC(C4)C2)C3)cn1
  -6	11
- O=C(CC1SC(=O)N(c2ccccc2)C1=O)Nc1ccccc1 (centres undefined)
  12	-9
- CCOc1ccc2nc(SCC(=O)NC(=O)NCc3ccco3)sc2c1
  ·	-19
- CCOC(=O)c1sc2nc(SCC(=O)NCc3ccco3)n(Cc3ccccc3)c(=O)c2c1C
  66*	·
- COc1ccc(-c2ccc([C@H]3[C@@H]4C=CCC[C@@]4(C)C(=O)N3Cc3ccccc3)c(F)c2)cc1
  ·	-2
- COC(=O)C1=C(C)NC(C)=C(C(=O)OC)C1C1CC=CCC1 (centres undefined)
  -25	0

4 structures from above, ordered by molar mass, high to low.
Every second line gives: HIV RNase H inh	RmlC RmlD mix
- Cc1c(C(=O)NCc2cccnc2)oc2ccc(S(=O)(=O)N3CC(C)CC(C)C3)cc12 (centres undefined)
  27	·
- COC(=O)c1cc(Nc2ncnc3c2cnn3-c2ccccc2)cc(C(=O)OC)c1
  17	·
- CCCC(=O)Nc1ccc(NC(=O)C23CC4CC(CC(C4)C2)C3)cn1
  -6	11
- Cc1ccc(Nc2nc3nonc3nc2N(C)C)cc1
  ·	-7

Further results:
Every second line gives: HIV RNase H inh	RmlC RmlD mix
- NC(=O)C1CCN(CCCNC2CC(=O)N(Cc3ccc(N4CCCC4=O)cc3)C2=O)CC1 (centres undefined)
  -7	5
- CN1/C(=C/C(=O)C2CCC2)Sc2ccccc21
  -2	-7
- N#CC1=C(N)C2=C(N3CCCCC3)CCCC2C1(C#N)C#N (centres undefined)
  0	-4
- CC(=O)Cn1c(C(F)(F)F)nc2ccccc21
  -1	10
- COC(=O)c1sccc1NC(=O)c1cc(OC)cc(OC)c1
  ·	1
- Cc1ccc(C(=O)N2Cc3ccccc3CC2C(=O)O)cc1 (centres undefined)
  -11	6
- O=C1CC(C(=O)Nc2ccc(Br)cc2)C2(CCCC2)O1 (centres undefined)
  3	·
- Cc1cc2nc(C)n(CCCNC(=O)Nc3ccc(C#N)cc3)c2cc1C
  -14	2
- Cc1nc(N[C@@H](Cc2c[nH]c3ccccc23)C(=O)O)c2oc3ccccc3c2n1
  -2	·
- CCOC(=O)N1CCN(C(=O)c2c(O)c3cccc4c3n(c2=O)CC4)CC1
  -13	4

Another view of some results above.
mol: O=C1CC(C(=O)Nc2ccc(Br)cc2)C2(CCCC2)O1 (centres undefined)
  HIV RNase H inh = 3
  RmlC RmlD mix = ·

mol: Cc1cc2nc(C)n(CCCNC(=O)Nc3ccc(C#N)cc3)c2cc1C
  HIV RNase H inh = -14
  RmlC RmlD mix = 2

New compounds follow
Every second line gives: HIV RNase H inh	RmlC RmlD mix
- Cn1c(=O)c2c(nc(CN3CCc4ccccc4C3)n2Cc2ccccc2)n(C)c1=O
  -11	-2
- COc1cc(C2C(C#N)=C(N)N(c3sc4c(c3C#N)CCCC4)C3=C2C(=O)CC(C)(C)C3)cc(OC)c1OC (centres undefined)
  ·	6
- O=C(Nc1cccc(F)c1)/C(=C\c1cccnc1)NC(=O)c1cccs1
  ·	9
- COC(=O)N/N=C(C)/C=C/c1ccccc1
  ·	-12
- O=C(O)c1ccc(-c2noc(-c3ccccc3Cl)n2)cc1
  ·	-9
- O/N=C1\CC2(Cc3nonc31)OCCO2
  -6	-16
